High-throughput results: PubChem, several laboratories
eLon inh = inhibits E. coli Lon protease. P0A9M0. purified E. coli Lon protease, fluorescence polarization. inhibition, % at 7.94 µM. 360,000 tested, 0.42% active. AID 602123; in the data active = inhibition above about 13%, passing the limit was not always enough;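 also: 0% = enzyme with probe and DMSO and 100% = no enzyme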
bovine MsrA act = bovine methionine sulfoxide reductase A activation; 360,000 tested, 0.3% active; AID 602163; activation, % at 10.6 µM; purified bovine MsrA, absorbance read-out; in the data active = activation above about 7.5%;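 also: 0% = vehicle and 100% = reference activator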
Scp-1 inhibitor = blocks human Scp-1 phosphatase activity; Q9GZU7; Recombinant Scp1, phosphopeptide, malachite green phosphate absorbance; inhibition, % at 20 µM; 340,000 tested, 0.88% active; AID 493091;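 active = inhibition above about 50% at 20 µM, limit read from the data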;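 also: plate controls were DMSO wells with enzyme for no effect and wells lacking enzyme for full effect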
Target sequence (Q9GZU7 76-261 limits assumed): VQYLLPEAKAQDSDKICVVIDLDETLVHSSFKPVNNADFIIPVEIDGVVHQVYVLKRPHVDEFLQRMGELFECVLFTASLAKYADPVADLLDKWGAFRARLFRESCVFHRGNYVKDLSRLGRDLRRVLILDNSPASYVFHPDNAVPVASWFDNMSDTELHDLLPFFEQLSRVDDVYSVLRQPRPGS
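Incubation: 45 min enzyme reaction at room temperature / System: truncated SCP-1 phosphatase (76-261aa) / Reagent: Phospho 17-mer peptide substrate / Buffer or medium: Acidic Tris acetate buffer with magnesium and detergent / Signal: absorbance at 630 nm / Doses: one concentration, 20 µM, with 1.0% DMSO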
STEP inh = blocks human striatal-enriched tyrosine phosphatase; P54829; recombinant STEP, OMFP fluorogenic substrate, fluorescence; inhibition, % at 20 µM; 360,000 tested, 0.25% active;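 active = inhibition at 20 µM, scaled per plate between control wells, above about 37%, limit read from the data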;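 also: 0% = DMSO with enzyme and substrate and 100% = substrate only without enzyme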
Target sequence (P54829 whole entry, looked up): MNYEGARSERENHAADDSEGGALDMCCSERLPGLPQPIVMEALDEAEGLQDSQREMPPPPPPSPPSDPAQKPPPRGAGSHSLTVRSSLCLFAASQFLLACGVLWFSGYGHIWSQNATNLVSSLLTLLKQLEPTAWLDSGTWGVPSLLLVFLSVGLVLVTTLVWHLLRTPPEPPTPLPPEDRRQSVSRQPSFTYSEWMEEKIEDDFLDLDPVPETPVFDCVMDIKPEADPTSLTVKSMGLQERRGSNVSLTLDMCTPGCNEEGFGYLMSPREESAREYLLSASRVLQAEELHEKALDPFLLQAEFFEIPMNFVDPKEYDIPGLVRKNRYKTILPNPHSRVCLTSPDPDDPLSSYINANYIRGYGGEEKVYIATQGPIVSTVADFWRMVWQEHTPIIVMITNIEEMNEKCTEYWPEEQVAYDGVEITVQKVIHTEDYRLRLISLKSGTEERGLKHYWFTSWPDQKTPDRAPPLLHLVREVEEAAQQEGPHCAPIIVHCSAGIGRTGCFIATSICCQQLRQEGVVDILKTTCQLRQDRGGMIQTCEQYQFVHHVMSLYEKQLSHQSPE
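medium = Bis-Tris buffer pH 6.0, 2.5 mM DTT, 0.005% Tween 20 | test system = STEP (striatal-enriched tyrosine phosphatase) enzyme, cell-free | measure = normalized % inhibition | compound dosing = 20 µM, 1% DMSO | also added = 25 µM OMFP | schedule = reaction 20 min, ambient temperature | measured by = fluorescence read at 480 nm ex / 540 nm em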
SUMO1-SIM PPI = SUMO1-SIM interaction modulation. P63165. SUMO1 binding to a labelled peptide, TR-FRET, 1 h. inhibition, % at 20 µM. 360,000 tested, 0.33% active. AID 602429; in the data active = inhibition above about 37%
Target sequence (P63165 whole entry, looked up): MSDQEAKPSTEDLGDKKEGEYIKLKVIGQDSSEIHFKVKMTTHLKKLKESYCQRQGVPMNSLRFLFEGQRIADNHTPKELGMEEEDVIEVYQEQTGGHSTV
LMPTP block = blocks human LMPTP phosphatase; P24666; recombinant LMPTP-A, OMFP fluorogenic substrate, fluorescence intensity; inhibition, % at 20 µM; 360,000 tested, 0.22% active; AID 651560;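 active = compounds that cut the enzyme signal by at least half of the control window in the single-dose screen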;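 also: plate controls were DMSO wells with enzyme plus substrate for no effect and substrate without enzyme for full effect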
Target sequence (P24666 whole entry, looked up): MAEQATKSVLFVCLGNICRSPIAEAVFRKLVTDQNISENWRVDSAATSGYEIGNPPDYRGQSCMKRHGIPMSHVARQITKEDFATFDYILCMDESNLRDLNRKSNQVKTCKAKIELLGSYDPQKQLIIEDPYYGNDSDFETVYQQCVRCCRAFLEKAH
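Test system: LMPTP-A phosphatase enzyme. Amount: LMPTP-A at 0.625 nM final in the reaction. Reagent: OMFP substrate, 400 µM final. Times: 50 min at room temperature. Signal: endpoint fluorescence intensity from OMFP dephosphorylation. Read-out basis: % inhibition. Benchmarks: no-enzyme and uninhibited controls.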
MsrA inh = inhibitors of bovine MsrA; purified bovine MsrA, absorbance read-out; 360,000 tested, 0.75% active; inhibition, % at 15.5 µM; AID 651718; in the data active = inhibition above about 4.5%;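 also: 0% = vehicle wells with enzyme and 100% = reference inhibitor wells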
DNMT1 inh = blocks human DNA methyltransferase DNMT1; 360,000 tested, 0.83% active; P26358; inhibition (reported as % activation of signal), % at 10 µM; DNMT1 molecular beacon, Hinp1I cleavage, fluorescence; in the data active = inhibition above about 50%
NRP1-CendR mod = NRP-1/CendR interaction modulation | FAM-RPARPAR peptide binding to NRP-1, fluorescence polarization | AID 602438 | inhibition, % at 25 µM | O14786 | 360,000 tested, 0.85% active;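 active = inhibition or corrected inhibition above about 18%, plus a signal ratio from 0.5 to 1.5, limit read from the data, passing the limit was not always enough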; also: strong numbers were not always called active
Tb MetRS inh = blocks T. brucei methionyl-tRNA synthetase activity. purified T. brucei MetRS, ATP depletion, Kinase-Glo luminescence. inhibition, % at 11.9 µM. 360,000 tested, 0.4% active. AID 624268;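 active = inhibition above a per-plate cutoff of the control wells' mean inhibition plus 3 SD, cut at about 5.5% in these data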;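 also: 0% = DMSO wells median and 100% = median of wells with control inhibitor compound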
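Dosing: 11.9 µM compound single dose, 0.9% DMSO; Assay system: purified T. brucei MetRS enzyme; Measured by: Kinase-Glo luciferase luminescence reporting remaining unconsumed ATP; Schedule: 15 min plus 2 h at 25 °C.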
Active calls of the source: *; nt = not tested or not shown. Compounds as they come (roughly 4.3% active in at least one column).

SMILES | eLon inh | bovine MsrA act | Scp-1 inhibitor | STEP inh | SUMO1-SIM PPI | LMPTP block | MsrA inh | DNMT1 inh | NRP1-CendR mod | Tb MetRS inh
CCNC(=O)CC1C(=O)N(CC)C(=S)N1NC(=O)c1ccc(Cl)cc1 (centres undefined) | 9 | 2 | 12 | 1 | 1 | 0.0 | -0.2 | -1 | 11 | -0.3
COc1ccc(NC(=O)c2ccc(NS(=O)(=O)c3cccc4cccnc34)cc2)cc1 | -9 | 0 | -6 | -1 | 4 | 1.9 | -0.2 | 0 | 10 | -0.2
Cc1ccc(C)c(SCC(=O)Nc2cccc(S(=O)(=O)NC3=NCCCCC3)c2)c1 | 0 | -10 | 0 | 1 | 0 | -1.1 | 1.9 | 3 | -9 | 1.7
O=S(=O)(Nc1ccncc1Cl)c1ccc2ccccc2c1 | 1 | -5 | -3 | 0 | 3 | -1.2 | -1.1 | 1 | -10 | 0.2
C=CCN(c1ccc(F)cc1)S(=O)(=O)c1cc(C(=O)OCC(=O)N(C)C2CCS(=O)(=O)C2)ccc1Cl (centres undefined) | -6 | -5 | 6 | 1 | 0 | -0.5 | 0.8 | -2 | -14 | -0.6
N#C/C(C(=O)N1CCCCC1)=C1\Nc2ccccc2S1 | -1 | -8 | -11 | 0 | -4 | 0.0 | 8.2* | 0 | 4 | -0.2
COc1cccc(C(O)c2ncc(-c3ccccc3)[nH]2)c1 (centres undefined) | -5 | -3 | nt | 4 | 1 | -1.0 | -0.9 | 0 | -8 | -0.1
Clc1ccccc1-c1nc(-c2ccccc2)n[nH]1 | -7 | -4 | -9 | 2 | -1 | -1.6 | -1.2 | -1 | -16 | -0.1
CCOc1ccc(NC(=O)c2cc(SC)ccc2Cl)cc1 | -20 | -3 | -6 | 0 | 0 | -0.2 | 0.7 | 0 | -2 | 0.3
CC(C)(C)NS(=O)(=O)c1ccc(CCC(=O)Nc2cc(Cl)ccc2Oc2ccccc2)cc1 | -7 | -2 | -20 | -3 | -1 | 4.6 | 0.9 | -13 | 1 | -0.9
Cc1noc(C)c1C(=O)OC(C)C(=O)Nc1ccc([N+](=O)[O-])cc1C(F)(F)F (centres undefined) | 0 | -8 | nt | 0 | -11 | -0.1 | 1.6 | 1 | -5 | -0.2
COc1cccc(/C=C/C(=O)OCC(=O)c2c[nH]c3ccccc23)c1OC | -15 | -3 | -15 | -1 | -7 | 1.6 | -0.1 | -9 | -18 | 1.3
COc1ccccc1-n1c(CNC(=O)c2ccco2)nnc1SCC(=O)Nc1ccc(F)cc1 | 4 | -3 | -6 | 2 | 0 | 0.1 | -0.4 | -2 | 6 | 0.6
CCCCN(C(=O)CCSc1ccc(F)cc1)c1c(N)n(Cc2ccccc2)c(=O)[nH]c1=O | 2 | 0 | -2 | -3 | 2 | -0.2 | -0.9 | -3 | 12 | -0.4
CC(=O)Nc1ccc(N(CC(=O)NCC2CCCO2)C(=O)CCC(=O)Nc2cc(C)on2)cc1 (centres undefined) | 1 | -2 | -6 | -3 | 7 | -1.2 | 0.3 | 2 | 20 | -0.5

A few values from the list.
CCNC(=O)CC1C(=O)N(CC)C(=S)N1NC(=O)c1ccc(Cl)cc1 (centres undefined) | eLon inh: 9
CC(=O)Nc1ccc(N(CC(=O)NCC2CCCO2)C(=O)CCC(=O)Nc2cc(C)on2)cc1 (centres undefined) | LMPTP block: -1.2
N#C/C(C(=O)N1CCCCC1)=C1\Nc2ccccc2S1 | DNMT1 inh: 0
CC(C)(C)NS(=O)(=O)c1ccc(CCC(=O)Nc2cc(Cl)ccc2Oc2ccccc2)cc1 | MsrA inh: 0.9

Profiles as entered above. Order of screens: eLon inh	bovine MsrA act	Scp-1 inhibitor	STEP inh	SUMO1-SIM PPI	LMPTP block	MsrA inh	DNMT1 inh	NRP1-CendR mod	Tb MetRS inh
O=S(=O)(Nc1ccncc1Cl)c1ccc2ccccc2c1 across the screens: 1	-5	-3	0	3	-1.2	-1.1	1	-10	0.2
CCOc1ccc(NC(=O)c2cc(SC)ccc2Cl)cc1 across the screens: -20	-3	-6	0	0	-0.2	0.7	0	-2	0.3

Carrying on:
SMILES | eLon inh | bovine MsrA act | Scp-1 inhibitor | STEP inh | SUMO1-SIM PPI | LMPTP block | MsrA inh | DNMT1 inh | NRP1-CendR mod | Tb MetRS inh
CC1=C(C#N)C(C(F)(F)F)(C(F)(F)F)N=C(c2ccco2)N1 | -12 | 2 | -13 | -6 | -2 | 0.0 | -0.3 | 8 | -10 | -0.8
CCCCC(SCC(=O)Nc1ccccc1)C(=O)O (centres undefined) | -11 | -12 | -5 | 0 | 0 | -1.0 | 0.8 | -1 | 7 | -1.3
NC1=NC(=O)/C(=C\c2ccc(O)c([N+](=O)[O-])c2)S1 | -2 | -17 | 11 | 2 | 8 | -19 | 0.4 | 6 | 22 | -1.6
Cn1c(=O)c2c(nc(NCCO)n2CCCc2ccccc2)n(C)c1=O | -2 | -5 | -1 | 8 | 4 | -1.0 | -0.6 | 1 | -3 | 1.6
O=[N+]([O-])c1ccc(-c2cn3c(n2)SCC3)cc1 | -5 | -3 | -3 | 1 | -27 | -0.5 | 1.4 | -2 | 9 | -0.2
COc1cc(S(=O)(=O)N(Cc2cccnc2)Cc2ccco2)ccc1-n1cnnn1 | -2 | -4 | 13 | -1 | 4 | 0.8 | -0.6 | 11 | -1 | 0.8
COc1ccc(-c2ccc(NS(=O)(=O)c3cc([N+](=O)[O-])c(C)c([N+](=O)[O-])c3)cc2)nn1 | 1 | -4 | 9 | 0 | -17 | 2.3 | 1.0 | -4 | 1 | -0.4
Cc1ccc(C)c(S(=O)(=O)/N=C2\C=C(NS(=O)(=O)c3ccccc3)C(=O)c3ccccc32)c1 | 4 | -3 | -2 | -2 | 9 | 2.0 | -0.7 | -12 | 20 | -0.3
CCCCN(C)CCNC(=O)c1cn(C)c(=O)c2c1c1ccccc1n2C | -1 | -1 | -5 | -1 | 1 | 0.3 | 2.2 | 4 | 4 | -0.1
O=C(Nc1ccccc1C(=O)O)c1ccc2ccccc2n1 | 3 | -4 | -12 | -2 | -1 | 0.7 | 0.9 | -2 | 4 | -0.2
O=Cc1ccc2oc3nc4n(c(=O)c3c(=O)c2c1)CCCS4 | -3 | -3 | 80* | 5 | 25 | 45 | 6.6* | 94* | -38 | -0.7
CC(=O)N1c2ccc(S(=O)(=O)N3CCCC3)cc2CC1C(=O)NCc1cccc(F)c1 (centres undefined) | -1 | -2 | -2 | 1 | 4 | -1.6 | 0.3 | 0 | 10 | -0.2
Cc1noc(C)c1NC(=O)Nc1ccc2c(c1)C(=O)N([C@H](C)CO)C[C@H](C)[C@@H](CN(C)C(=O)Nc1ccccc1)O2 | -16 | 1 | 36 | 1 | 2 | -0.6 | 1.9 | 2 | -1 | 0.3
CCN(c1ccccc1)S(=O)(=O)c1ccc(C(=O)NCCCN2CCOCC2)cc1 | 1 | -6 | -4 | 2 | -4 | -0.1 | -1.1 | 3 | 4 | -0.3
O=C(O)CC(NC(=O)OCc1ccccc1)c1ccccc1 (centres undefined) | -3 | 0 | 73* | 4 | -5 | -3.7 | -0.7 | -1 | 5 | 0.2
CCCCCC(=O)Nc1nc(C)c(-c2csc(Nc3ccc(Cl)cc3)n2)s1 | -6 | -2 | 1 | -2 | 7 | 2.2 | 0.0 | 9 | -18 | 0.0
CN(C)C(CNC(=O)CCS(=O)(=O)c1ccccc1)c1ccccc1 (centres undefined) | -2 | 2 | -6 | -2 | -2 | -1.2 | 0.6 | -1 | -9 | 0.0
CC(C)(C)CN1CCNC(=O)C1CC(=O)N1CCOc2ccccc2C1 (centres undefined) | 5 | -2 | 1 | 3 | -3 | -0.9 | 0.5 | -12 | -3 | 0.4
O=C(Cc1ccccc1)N(c1ccc(F)cc1)C1C=CS(=O)(=O)C1 (centres undefined) | 4 | -11 | -3 | -1 | -3 | -1.4 | 0.2 | 2 | 2 | -1.1
O=C(Nc1ccc2c(c1)[C@@H]1C[C@@H](CC(=O)N3CCCCC3)O[C@@H](CO)[C@@H]1O2)NC1CCCCC1 | -1 | -10 | nt | -4 | 3 | -1.4 | 0.3 | 2 | -6 | -2.2
COc1ccc(C=O)cc1C1=CC(=O)C[C@H](c2ccc(Cl)cc2)C1 | 4 | 0 | -18 | 2 | -6 | 2.4 | 0.0 | -3 | 4 | 0.5
O=c1cc2c(nn1Cc1ccccc1Cl)-c1ccccc1CC2 | 1 | -5 | -7 | 0 | -7 | 1.1 | 0.6 | 4 | -2 | -0.8
CCCCNC(=S)Nc1ccc2nc3n(c(=O)c2c1)CCCCC3 | -3 | -4 | -7 | -3 | 0 | -2.6 | -0.1 | -1 | -1 | -0.1
CCc1ccc(S(=O)(=O)Nc2ccc(-c3ccc4nnc(C)n4n3)cc2)s1 | -6 | -1 | 1 | 2 | -16 | 3.7 | -0.4 | -16 | -6 | -0.2
O=[N+]([O-])c1ccc([N+](=O)[O-])c(Nc2ccc(N3CCOCC3)cc2)c1 | -4 | -2 | -8 | 0 | -30 | 3.0 | 0.9 | 4 | 6 | 0.2
CC(C)CCNC(=O)C(C)N(C(=O)c1snc(C(N)=O)c1N)c1cnc2ccccc2c1 (centres undefined) | -6 | -3 | -8 | 3 | -14 | 0.2 | 0.9 | -1 | 6 | -0.6
O=[N+]([O-])c1cc(F)c(N2CCCCC2)cc1N1CCOCC1 | -4 | -2 | -3 | 0 | -22 | 2.7 | 0.2 | -3 | 4 | -0.6
Cc1cc(S(=O)(=O)NCc2ccccc2)ccc1OCC(=O)N1CCCC1 | 11 | -3 | 0 | -2 | 1 | 1.4 | -0.6 | 1 | 3 | 0.0
c1ccc(Cn2nnnc2C(c2ccncc2)N2CCOCC2)cc1 (centres undefined) | -4 | 0 | -6 | 1 | -12 | -1.4 | -0.8 | -1 | 7 | 0.3
Cc1nnc(Oc2ccccc2)c2ccccc12 | -12 | -12 | -6 | -2 | 0 | -1.4 | -1.1 | 1 | 1 | -1.4
CC(=O)c1ccn(S(=O)(=O)c2ccccc2)c1 | -3 | -8 | -3 | -1 | -5 | -1.1 | -0.4 | 2 | 3 | -1.0
COCCN(C(=O)COC(=O)CSc1cc(C)ccc1C)c1c(N)n(Cc2ccccc2)c(=O)[nH]c1=O | -18 | -1 | nt | -2 | 3 | -1.1 | -0.2 | 3 | -8 | 0.0
O=C(COc1ccccc1[N+](=O)[O-])OCCCOC(=O)COc1ccccc1[N+](=O)[O-] | 15 | -10 | 0 | 0 | -11 | -0.8 | 1.4 | 1 | -5 | -0.4
O=C1CCN(Cl)C(=O)N1Cl | -14 | -3 | nt | nt | -3 | -0.8 | 0.6 | nt | -5 | -0.6
COc1ccc2c(CN3CCN(Cc4ccccc4)CC3)cc(=O)oc2c1 | 5 | -3 | nt | 0 | -3 | -3.4 | 2.5 | 2 | -3 | -0.4
Cc1cccc(N2CCN(C(=O)Cn3nc(Cc4ccncc4)c4ccccc4c3=O)CC2)c1C | -8 | 1 | -9 | 3 | -5 | 6.6 | 2.1 | 0 | -22 | -0.1
